Screens from PubChem.
SENP8 block-1 = inhibitors of human SENP8 protease. 1.2% of 330,000 active. Q96LD8. inhibition, % at 10 µM. AID 2540. purified SENP8, Z-RLRGG-aminoluciferin cleavage, luminescence; in the data active = inhibition above about 50%
Target sequence (Q96LD8 whole entry, looked up): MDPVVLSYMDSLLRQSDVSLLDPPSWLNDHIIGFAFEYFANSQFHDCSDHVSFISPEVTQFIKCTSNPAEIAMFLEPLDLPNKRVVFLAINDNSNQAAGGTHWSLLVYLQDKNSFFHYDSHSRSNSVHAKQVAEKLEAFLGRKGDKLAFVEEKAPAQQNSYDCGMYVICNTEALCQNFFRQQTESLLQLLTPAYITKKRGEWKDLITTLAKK
SENP8 block-2 = blocks human SENP8 cleavage of Nedd8 substrate | Q96LD8 | recombinant SENP8, Nedd8 substrate fluorescence | inhibition, % at 20 µM | 0.64% of 360,000 active | AID 602440; in the data active = inhibition mostly above about 40%, no sharp cut-off; inactive = mostly below about 27%
SENP1 FRET inh = blocks the human SENP1 SUMO protease catalytic domain | Q9P0U3 | recombinant SENP1 catalytic domain, CyPet-SUMO1-YPet FRET cleavage | 0.21% of 360,000 active | inhibition, % at 10 µM;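 active = inhibition at least 30% at 10 µM, raw YFP signal under a set limit, fluorescence ratio 0.5 to 1.5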;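 note: 0% = enzyme with DMSO and 100% = no enzyme wells; some results filed as inactive read as strong as hits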
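Material – human SENP1 catalytic domain · Input – SENP1 enzyme, 20 pM final · Compound dosing – single concentration of 10 µM compound, 0.5% DMSO final · Timing – enzyme reaction for 50 min at room temperature, dark · Measured by – FRET fluorescence in CFP and YFP emission channels · Control set – no-enzyme wells low, DMSO-plus-enzyme wells high control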
Apaf-1 inh = inhibitors of human Apaf-1 apoptosome | O14727 | reconstituted apoptosome caspase-3 activity, DEVD-Rh110 fluorescence | inhibition, % at 20 µM | 0.71% of 330,000 active | AID 489030; active = inhibition of at least 40% at 20 µM;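 note: plate controls were DMSO wells for no effect and DEVD-CHO caspase inhibitor wells for full effect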
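detection = Rh110 fluorescence intensity | test system = biochemical Apaf-1 apoptosome reconstitution | also added = cytochrome c and DEVD-Rh110 substrate | schedule = 30 min plus 50 min, RT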
HKDC1 inhibitor = HKDC1 (human) hexokinase inhibition; Q2TB90; recombinant HKDC1, G6PDH/diaphorase resazurin coupled fluorescence; 0.16% of 340,000 active; inhibition, % at 20 µM;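 active = inhibition above about 35% when tested at 20 µM, limit read from the data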;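 note: plate controls were DMSO wells with enzyme for no effect and DMSO wells lacking enzyme for full effect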
Target sequence (Q2TB90 whole entry, looked up): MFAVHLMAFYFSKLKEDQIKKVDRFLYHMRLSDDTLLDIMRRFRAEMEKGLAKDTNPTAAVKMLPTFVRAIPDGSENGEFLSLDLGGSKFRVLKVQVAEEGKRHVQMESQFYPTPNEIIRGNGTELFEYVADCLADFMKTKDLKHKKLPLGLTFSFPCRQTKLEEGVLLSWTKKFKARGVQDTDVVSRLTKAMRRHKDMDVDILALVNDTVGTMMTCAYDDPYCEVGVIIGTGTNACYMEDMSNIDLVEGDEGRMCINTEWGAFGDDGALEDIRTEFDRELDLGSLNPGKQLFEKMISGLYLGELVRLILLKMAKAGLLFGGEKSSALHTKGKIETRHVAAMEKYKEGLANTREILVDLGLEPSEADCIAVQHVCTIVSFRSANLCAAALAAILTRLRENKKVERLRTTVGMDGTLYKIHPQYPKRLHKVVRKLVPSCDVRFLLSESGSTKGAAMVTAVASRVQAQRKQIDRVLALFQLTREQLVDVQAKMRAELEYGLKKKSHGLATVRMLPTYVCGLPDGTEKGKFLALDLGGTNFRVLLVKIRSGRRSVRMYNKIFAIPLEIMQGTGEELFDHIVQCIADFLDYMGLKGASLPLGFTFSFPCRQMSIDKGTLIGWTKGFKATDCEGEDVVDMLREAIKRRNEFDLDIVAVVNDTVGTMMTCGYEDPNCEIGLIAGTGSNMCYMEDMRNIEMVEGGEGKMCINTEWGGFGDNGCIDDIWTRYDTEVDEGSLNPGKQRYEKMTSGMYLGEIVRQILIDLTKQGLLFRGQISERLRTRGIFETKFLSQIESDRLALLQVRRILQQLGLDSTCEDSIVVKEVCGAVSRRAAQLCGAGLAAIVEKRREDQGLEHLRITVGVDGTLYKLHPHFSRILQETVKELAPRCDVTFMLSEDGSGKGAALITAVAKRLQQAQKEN
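System: Recombinant HKDC1 hexokinase | Amount: HKDC1 at 5 µg/mL | Reagent: Glucose with 1 mM ATP | Doses: Single 20 µM dose | Incubation: Reaction time 90 min, room temperature, protected from light | Signal: Coupled resazurin fluorescence, excitation 525 nm, emission 613 nm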
SENP7 inh = inhibitors of human SENP7 protease | Q9BQF6 | 1.5% of 330,000 active | AID 434973 | inhibition, % at 5 µM | recombinant SENP7, Z-RLRGG-aminoluciferin luminescence, 40 min;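 active = inhibition above about 50% at the single test dose, limit read from the data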;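 note: plate controls were DMSO with enzyme for no effect and no enzyme buffer wells for full effect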
PfGluPho inh = PfG6PD (Plasmodium falciparum) enzyme inhibition | PfGluPho enzyme, NADPH resazurin-diaphorase fluorescence | inhibition, % at 20 µM | 0.78% of 350,000 active;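 active = inhibition reaching at least a set limit at 20 µM in the primary screen, cut at about 59% in these data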;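 note: 0% = DMSO wells with substrate and 100% = DMSO wells lacking glucose-6-phosphate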
SENP6 inh = blocks the human protease SENP6. Q9GZR1. Recombinant SENP6 catalytic domain, aminoluciferin luminescence. inhibition, % at 10 µM. 1.8% of 330,000 active. AID 2599;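 active = inhibition above about 50% at the single tested dose, limit read from the data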;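 note: plate controls were DMSO wells with enzyme for no effect and DMSO wells lacking enzyme for full effect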
Starred values were filed as active, the others as inactive; . = not tested or not shown; & = joins results of further samples. Hits appear at their usual frequency; any-hit rate near 3.6%.

item | compound | SENP8 block-1 | SENP8 block-2 | SENP1 FRET inh | Apaf-1 inh
1 | Cc1ccc(S(=O)(=O)NNC(=O)C(=O)NNS(=O)(=O)c2ccc(C)cc2)cc1 | -4.6 | -0.1 | 2.1 | -1.7
2 | Cc1oc(-c2ccccc2F)nc1CS(=O)CC(=O)NC1CCCC1 (configuration not stated) | -2.2 | -2.5 | -1.0 | -3.8
3 | CC1(C)CC(NC(=O)CCc2nnc(CCCCc3ccccc3)o2)CCO1 (configuration not stated) | -3.3 | 1.7 | 1.0 | -15.8
4 | Cc1ccc(C(=O)c2cc([N+](=O)[O-])ccc2N2CCCCC2)cc1C | -8.3 | 9.9 | -13.4 | 10.1
5 | O=C(Nc1ccc(C(=O)N2CCOCC2)cc1)C1CC1 | . | 20.7 | 0.6 | .
6 | CCCCNC(=O)c1onc(CSc2cccc(OC)c2)c1C(=O)O | -1.5 | 7.4 | 0.6 | 3.9
7 | Cc1c(NC(=O)C(C)N2CC(C)OC(C)C2)c(=O)n(-c2ccccc2)n1C (configuration not stated) | -5.7 | 20.2 | -1.2 | -11.5
8 | O=c1[nH]cnc2c([N+](=O)[O-])cccc12 | -2.3 | 4.0 | 0.3 | 1.1

item | HKDC1 inhibitor | SENP7 inh | PfGluPho inh | SENP6 inh
1 | -4.7 | 9.1 | -18.9 | 5.2
2 | 1.1 | -4.2 | -6.9 | 12.7
3 | 6.3 | -2.6 | -1.0 | -8.1
4 | 1.7 | -2.8 | 0.1 | 12.1
5 | -1.1 | . | 1.0 | .
6 | 1.4 | -4.0 | -3.7 | -2.7
7 | -3.3 | -0.4 | -14.4 | -2.2
8 | -7.8 | 3.4 | -3.2 | -17.8

Following part
item | compound | SENP8 block-1 | SENP8 block-2 | SENP1 FRET inh | Apaf-1 inh
9 | O=C(NCCCN1CCCC1=O)c1cccc(S(=O)(=O)N2CCN(c3ccccc3)CC2)c1 | 3.1 | 5.1 | 1.2 | -0.3
10 | O=C(Nc1nc(-c2cccs2)c(-c2cccs2)s1)C1CCCC1 | . | -365.5 | 3.0 | .
11 | Fc1cccc(CSc2ccc3nnc(-c4cccnc4)n3n2)c1 | -0.9 | -190.5 | -1.5 | 9.5
12 | O=C(Nc1cc([N+](=O)[O-])ccc1N1CCOCC1)c1cccs1 | 2.6 | 19.6 | 2.3 | 1.8
13 | O=C(NC(=S)NCCc1ccccn1)c1ccccc1 | 0.9 | 3.3 | 2.9 | -0.3
14 | COCCN1C(=O)C(=O)/C(=C(/O)c2ccc3c(c2)OCCO3)C1c1ccc(C(=O)OC)cc1 (configuration not stated) | -0.8 | 24.7 | -0.9 | 17.7
15 | Cn1cnnc1SCc1ccc(C#N)cc1Cl | 6.3 | 13.8 | 1.2 | -21.9
16 | O=Nc1c(O)n(Cc2ccc(Cl)c(Cl)c2)c2ccccc12 | -15.8 | 16.7 | 0.4 | 15.7

item | HKDC1 inhibitor | SENP7 inh | PfGluPho inh | SENP6 inh
9 | -2.8 | 3.2 | 0.9 | 5.4
10 | -5.8 | . | 14.4 | .
11 | 3.2 | -0.4 | 4.8 | 9.9
12 | 1.4 | 0.8 | -7.1 | -15.6
13 | -5.8 | 4.4 | 6.2 | -8.6
14 | -6.8 | -4.1 | -22.2 | -1.2
15 | -7.3 | 6.4 | -15.8 | 0.6
16 | 4.7 | -3.1 | -10.2 | -31.6

Next section
item | compound | SENP8 block-1 | SENP8 block-2 | SENP1 FRET inh | Apaf-1 inh
17 | CC(C)CN1C(=O)c2ccc(C(=O)Nc3ccc(O)cc3C(=O)O)cc2C1=O | -3.4 | 20.5 | 2.5 | 8.2
18 | CC(C)CC1Nc2ncnc(N3CCN(c4ccccn4)CC3)c2N(Cc2ccc(Cl)cc2)C1=O (configuration not stated) | -0.8 | -2.5&10.1 | -0.1&1.5 | 26.5
19 | COc1ccc2c(OC)cc(=O)n(C)c2c1 | -5.7 | 15.1 | 2.0 | -0.1
20 | COc1cc(C(=O)NC(c2ccccc2)c2ccccc2)cc(Cl)c1OC | 0.9 | 22.9 | 2.1 | -7.0
21 | CCOc1ccc(-n2nc(C(=O)NCCOC)c3ccccc3c2=O)cc1 | 3.1 | -278.3 | 0.1 | -20.3
22 | Fc1cccc(CSc2nc3ncc(Cl)cc3[nH]2)c1 | -1.5 | -10.9 | -2.5 | 0.5
23 | CCN(CC1COc2ccccc2O1)C(=O)c1ccc(Cl)c(S(=O)(=O)N2CC(C)OC(C)C2)c1 (configuration not stated) | 10.2 | 12.6 | 1.6 | 15.3
24 | NC(=O)CSC1=Nc2ccccc2C2=NC(CC(=O)NCc3cccs3)C(=O)N12 (configuration not stated) | -1.6 | -75.8 | 8.4 | 0.1

item | HKDC1 inhibitor | SENP7 inh | PfGluPho inh | SENP6 inh
17 | 10.8 | -1.2 | -7.5 | -5.2
18 | 10.9 | 7.1 | 18.8 | -13.1
19 | -5.0 | 1.7 | -5.8 | -11.8
20 | -8.2 | 2.3 | -14.9 | 6.9
21 | -4.7 | -0.7 | 17.5 | 2.8
22 | -3.6 | 4.5 | 23.4 | -23.9
23 | -3.7 | -5.2 | 6.9 | -16.4
24 | -2.2 | 17.5 | -20.9 | 18.9

Additional entries.
item | compound | SENP8 block-1 | SENP8 block-2 | SENP1 FRET inh | Apaf-1 inh
25 | COc1ccc(CCC(=O)Nc2nc(C)c(C(=O)N(C)C)s2)cc1 | -2.2 | -9.0 | -2.1 | 13.2
26 | Cc1cccc(-n2c(SCc3cc(=O)n4ccsc4n3)nc3ccccc32)c1 | -1.7 | -70.6 | 31.4* | -3.5
27 | Cc1ccc(N2NC(=O)/C(=C\c3cc4c(cc3[N+](=O)[O-])OCO4)C2=O)cc1C | . | 15.1 | 0.0 | .
28 | O=C(CCNS(=O)(=O)c1ccccc1)NNC(=O)c1csc(N2CCOCC2)n1 | 5.9 | -13.8 | 0.6 | -0.7
29 | COc1ccc(/C=N\NC(=O)c2ccc(Cn3cc(Br)c([N+](=O)[O-])n3)o2)c(OC)c1C | -1.2 | -8.9 | 3.5 | -6.7
30 | CC(=O)Nc1ccc(NC(=O)c2c(-c3ccccc3Cl)noc2C)cc1 | 4.5 | 5.4 | 0.8 | -3.4
31 | Cc1cc(C)c2nc(N3C(=O)C(O)=C(C(=O)c4ccco4)C3c3ccc(O)cc3)sc2c1 (configuration not stated) | 1.2 | -76.6 | -84.3 | 3.6
32 | COc1cccc(/C=N/NC(=O)c2cccc3ccccc23)c1OC | -11.3 | -8.5 | 3.0 | 10.5

item | HKDC1 inhibitor | SENP7 inh | PfGluPho inh | SENP6 inh
25 | -5.0 | 1.2 | 16.9 | -15.6
26 | 13.3 | -2.5 | 53.3 | -5.9
27 | 6.8 | . | 7.2 | .
28 | -4.7 | 5.7 | -9.5 | -0.7
29 | -9.5 | 0.9 | -19.3 | -8.9
30 | -2.7 | -14.0 | -9.6 | -4.3
31 | 12.9 | 4.2 | -0.5 | 4.4
32 | -0.7 | -3.0 | 4.1 | -18.6

New compounds follow:
item | compound | SENP8 block-1 | SENP8 block-2 | SENP1 FRET inh | Apaf-1 inh
33 | Cc1ccc(-c2noc(C3CCCN(C(=O)c4ccccc4Br)C3)n2)cc1 (configuration not stated) | -4.8 | 5.3 | 1.8 | 19.8
34 | Cc1noc(C)c1COc1cccc(C(=O)OC(C)C(=O)Nc2c(C)n(C)n(-c3ccccc3)c2=O)c1 (configuration not stated) | 2.7 | 12.4 | 2.8 | -18.1
35 | COc1ccc(Br)c(C(=O)Nn2c(C)nc3ccccc3c2=O)c1 | -4.9 | 11.8 | 2.1 | -31.2
36 | CC(C)C(NC(=O)c1ccc(C(C)(C)C)cc1)C(=O)NCC(c1ccccc1)N(C)C (configuration not stated) | 6.9 | 20.3 | 3.5 | -3.7
37 | O=C(CN1CCC(NC(=O)c2ccc(Br)cc2)CC1)NCc1cccs1 | -3.3 | 5.4 | -1.7 | -6.8
38 | COc1cc(/C=N/NC(=O)CCN2CCCCC2)ccc1O | 4.7 | -51.2 | -1.1 | -7.8
39 | CC(C)Cn1c(SCC(=O)NC(=O)Nc2ccc3c(c2)OCCO3)nc2ccccc2c1=O | 8.6 | 0.8 | 1.1 | 10.9
40 | COc1cc(/C=C(\C#N)C(=O)NCC2CCCO2)ccc1OC(=O)c1ccco1 (configuration not stated) | 14.2 | -5.8 | -73.6 | -7.1

item | HKDC1 inhibitor | SENP7 inh | PfGluPho inh | SENP6 inh
33 | -0.1 | -5.4 | 1.1 | -31.7
34 | -1.0 | 0.0 | -3.2 | -3.0
35 | -6.4 | -1.0 | -3.0 | -24.9
36 | -5.6 | -8.2 | -8.0 | -9.3
37 | -10.5 | -2.1 | -8.0 | -8.1
38 | -7.5 | -4.8 | -9.1 | 5.0
39 | -2.9 | 3.6 | -6.4 | -22.9
40 | -1.6 | -7.9 | 6.9 | -7.3

(further entries)
item | compound | SENP8 block-1 | SENP8 block-2 | SENP1 FRET inh | Apaf-1 inh
41 | Cc1cc(C)nc(Nc2cc([N+](=O)[O-])ccc2C)n1 | -14.1 | 5.9 | -0.2 | -3.6
42 | CC(C)OCCCNC(=O)c1cc(S(=O)(=O)N2CCc3ccccc32)cn1C | 8.8 | 18.3 | 1.8 | 1.4
43 | O=C1C(C2=NC(c3ccccn3)C3C(=O)N(c4ccccc4)C(=O)C23)=C(O)c2ccccc21 (configuration not stated) | 0.2 | 8.1 | 2.2 | -16.5
44 | C=CCn1c(SCc2nc3ccccc3c(=O)[nH]2)nc2ccccc2c1=O | -2.2 | -37.5 | -6.2 | 4.5
45 | Cc1cc(=O)c(C(=O)O)nn1-c1ccccc1[N+](=O)[O-] | 3.1 | 12.0 | -0.9 | -0.4
46 | COc1ccc2cc(C(C)=O)c(=O)oc2c1 | -7.9 | -48.9 | -30.9 | 13.4
47 | Cc1cc(C(=O)N/N=C/C=C/c2ccc([N+](=O)[O-])cc2)n[nH]1 | 6.2 | 12.9 | 6.1 | -12.0
48 | COc1ccccc1C(=O)N(Cc1ccc(C)o1)C1CCS(=O)(=O)C1 (configuration not stated) | 12.6 | 1.0 | 0.5 | 0.9

item | HKDC1 inhibitor | SENP7 inh | PfGluPho inh | SENP6 inh
41 | 3.4 | -6.0 | -17.5 | -40.7
42 | -3.3 | 7.7 | 14.5 | 4.5
43 | -0.5 | -4.1 | -8.8 | -1.1
44 | -3.6 | 5.1 | 30.8 | -18.6
45 | -1.7 | -0.9 | -16.8 | -3.3
46 | -9.5 | -9.8 | -15.0 | -4.9
47 | -1.0 | 10.7 | -2.5 | -1.4
48 | -4.0 | -2.1 | 9.4 | 6.0

More entries.
item | compound | SENP8 block-1 | SENP8 block-2 | SENP1 FRET inh | Apaf-1 inh
49 | CCc1ccccc1N(CC(=O)N1CCCC1)S(C)(=O)=O | 3.1 | 8.0 | 2.1 | 8.9
50 | COc1ccccc1NC(=O)Cn1nnc(-c2ccccc2NC(=O)c2ccco2)n1 | -3.8 | 20.9 | -0.2 | 4.1
51 | COc1ccc2cc(CCNC(=O)C3CCCC3)c(=O)[nH]c2c1 | -7.5 | -43.5 | -1.6 | 2.7
52 | COC(=O)c1c(C)cc(OC(C)=O)c(C)c1OC(C)=O | -6.3 | 18.5 | 0.2 | 7.8

item | HKDC1 inhibitor | SENP7 inh | PfGluPho inh | SENP6 inh
49 | -1.0 | 3.2 | -10.8 | -11.4
50 | 3.9 | -1.0 | -8.6 | -13.9
51 | 6.4 | -7.2 | -9.8 | -0.6
52 | -8.2 | -10.0 | -18.2 | -15.7
